NALP3 yeast inh: NALP3 inhibition in yeast; Yeast reconstituted NLRP3/ASC/caspase-1, beta-gal luminescence, 24 h; inhibition, % at 10 µM; 330,000 compounds, 0.39% hits; AID 2825;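 active means inhibition of 50% or more; inactive means inhibition below 50%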;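 further: plate controls were induced DMSO wells for no effect and uninduced yeast grown without galactose for full effect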
hIAP activ: human IAP activation; purified human IAP, CDP-Star luminescence, 30 min; stronger effect = higher value; 1 = vehicle-only enzyme, 0 = enzyme-free background; activation factor at 10 µM; 330,000 compounds, 0.16% hits;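 active means activation factor of the enzyme at least 2-fold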; further: the source names both 10 and 20 µM as test concentration; values of inactives mirror those of a sister screen read the other way
Target sequence (P09923 whole entry, looked up): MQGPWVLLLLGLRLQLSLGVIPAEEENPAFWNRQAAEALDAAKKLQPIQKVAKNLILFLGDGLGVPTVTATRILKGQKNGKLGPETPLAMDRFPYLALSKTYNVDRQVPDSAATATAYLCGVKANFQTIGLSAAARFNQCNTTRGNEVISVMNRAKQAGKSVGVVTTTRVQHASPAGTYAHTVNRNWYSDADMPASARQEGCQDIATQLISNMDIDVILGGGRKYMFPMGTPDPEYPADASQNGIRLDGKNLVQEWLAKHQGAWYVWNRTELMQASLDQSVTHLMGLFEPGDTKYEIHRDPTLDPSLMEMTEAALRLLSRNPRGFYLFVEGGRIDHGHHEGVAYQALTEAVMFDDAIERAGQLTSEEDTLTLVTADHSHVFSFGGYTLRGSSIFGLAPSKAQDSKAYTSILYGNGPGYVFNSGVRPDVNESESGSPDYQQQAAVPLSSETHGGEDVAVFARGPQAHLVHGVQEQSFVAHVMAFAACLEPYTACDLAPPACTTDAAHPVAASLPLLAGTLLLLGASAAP
hIAP block: blocks human intestinal alkaline phosphatase | P09923 | purified IAP, CDP-Star luminescence, 30 min | 330,000 compounds, 0.12% hits | inhibition, % at 10 µM;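 active means inhibition reaching a set limit with compound at 10 µM in the primary screen, cut at about 35% in these data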;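 further: plate controls were DMSO wells with enzyme for no effect and no-enzyme buffer wells for full effect; values of inactives mirror those of a sister screen read the other way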
APOBEC3G inh: inhibitors of human APOBEC3G DNA deaminase | recombinant A3G, ssDNA deamination FAM/TAMRA fluorescence | 330,000 compounds, 0.28% hits | AID 493012 | inhibition, % at 20 µM | Q9HC16;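 active means inhibition of at least 40% at 20 µM, with no more than 30% in the related APOBEC3A deaminase screen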;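 further: plate controls were DMSO wells with A3G for no effect and wells lacking A3G enzyme for full effect; some compounds called inactive have numbers as strong as hits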
mIAP block: mouse IAP inhibition; inhibition, % at 10 µM; purified mouse IAP, CDP-Star luminescence, 30 min; 330,000 compounds, 0.2% hits;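 active means inhibition of at least 40% at 10 µM in the primary screen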;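 further: plate controls were DMSO with enzyme for no effect and no enzyme wells for full effect; values of inactives mirror those of a sister screen read the other way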
mIAP activ: increases mouse intestinal alkaline phosphatase activity | activation factor at 10 µM | 330,000 compounds, 0.24% hits | muIAP, CDP-Star luminescence, 30 min; stronger effect = higher value; 1 = vehicle-only enzyme signal, 0 = enzyme-free wells | AID 2805;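 active means activation factor of at least 2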; further: the source names both 10 and 20 µM as test concentration; values of inactives mirror those of a sister screen read the other way
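also added = chemiluminescent substrate CDP-Star | test system = mouse IAP enzyme | signal = chemiluminescence readout | compound = DMSO-dissolved test compounds | incubation = 30 min at room temperature | benchmarks = DMSO wells, no-enzyme wells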
SENP1 inh: blocks the human SENP1 SUMO protease catalytic domain. recombinant SENP1 catalytic domain, CyPet-SUMO1-YPet FRET cleavage. inhibition, % at 10 µM. 360,000 compounds, 0.21% hits. AID 624204;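 active means inhibition at least 30% at 10 µM, raw YFP signal under a set limit, fluorescence ratio 0.5 to 1.5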;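 further: 0% = enzyme with DMSO and 100% = no enzyme wells; some results filed as inactive read as strong as hits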
Target sequence (Q9P0U3 419-644 limits assumed): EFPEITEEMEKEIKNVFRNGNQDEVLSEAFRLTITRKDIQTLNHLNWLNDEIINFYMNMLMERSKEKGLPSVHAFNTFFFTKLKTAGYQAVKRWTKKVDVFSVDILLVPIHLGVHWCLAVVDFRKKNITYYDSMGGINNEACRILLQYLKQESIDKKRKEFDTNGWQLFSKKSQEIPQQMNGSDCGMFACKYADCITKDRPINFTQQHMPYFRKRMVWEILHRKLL
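Test system: recombinant human SENP1 catalytic domain, His6-tagged / Medium: pH 8 Tris buffer with EDTA, NaCl, BME, BSA, NP40, catalase / Also added: SUMO1 FRET substrate flanked by Cypet and Ypet, 25 nM / Times: 50 min reaction at room temperature / Signal: FRET, CFP and YFP emission / Control set: no-enzyme low control and enzyme-plus-DMSO high control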
APOBEC3A inh: inhibitors of human APOBEC3A DNA deaminase | P31941 | recombinant A3A, FAM/TAMRA ssDNA deamination fluorescence | inhibition, % at 20 µM | 330,000 compounds, 0.41% hits;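 active means at least 40% inhibition at 20 µM here, with at most 30% in a related deaminase screen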;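 further: plate controls were A3A with DMSO for no effect and wells lacking A3A enzyme for full effect; some results filed as inactive read as strong as hits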
Target sequence (P31941 whole entry, looked up): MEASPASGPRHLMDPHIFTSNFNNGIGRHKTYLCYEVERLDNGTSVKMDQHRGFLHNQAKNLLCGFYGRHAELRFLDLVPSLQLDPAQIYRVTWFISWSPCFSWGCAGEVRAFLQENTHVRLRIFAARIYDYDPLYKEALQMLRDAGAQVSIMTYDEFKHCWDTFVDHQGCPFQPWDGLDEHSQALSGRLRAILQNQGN
beta cell repl: induces beta-cell replication in MIN6 cells; MIN6 cells proliferation, ATPlite luminescence, 48 h; cells starved in 0.2% serum; 100% = growth in 10% serum; proliferation, % at 10 µM; 330,000 compounds, 0.29% hits;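 active means compounds whose signal lies at least 3.5 SD above the mean of all wells on their plate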;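 further: 0% = DMSO-treated cells in low-serum medium and 100% = 10% serum control; some compounds called inactive have numbers as strong as hits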
* marks the source's active call; other numbers are inactive results.

Screening O=C(CSc1cccc[n+]1[O-])Nc1ccc2c(c1)OCCO2 returned NALP3 yeast inh 8, hIAP activ 1, hIAP block -5, APOBEC3G inh -5, mIAP block 12, mIAP activ 0.88, SENP1 inh 1, APOBEC3A inh 0 and beta cell repl -1.
For CCOC(=O)C1=C(C)NC2=C(C(=O)C(C(=O)OCC)C(c3ccc(OC)cc3)C2)C1c1ccccn1 (configuration not stated) the results were NALP3 yeast inh 19, hIAP activ 0.81, hIAP block 19, APOBEC3G inh -7, mIAP block -26, mIAP activ 1.3, SENP1 inh -95, APOBEC3A inh -1 and beta cell repl 0.
CC(=O)c1ccc(NC(=O)CSc2ccc(-c3ccco3)nn2)cc1 was read as NALP3 yeast inh -4, hIAP activ 0.95, hIAP block 5, APOBEC3G inh 1, mIAP block 7, mIAP activ 0.93, SENP1 inh 2, APOBEC3A inh 0 and beta cell repl 6.
Cc1ccnc(N2CCCC(C(=O)Nc3ccc(C)c(C)c3)C2)n1 (configuration not stated) was read as NALP3 yeast inh 8, hIAP activ 1.2, hIAP block -15, APOBEC3G inh -6, mIAP block -3, mIAP activ 1, SENP1 inh 0, APOBEC3A inh -1 and beta cell repl 2.
CC1=CC(=C(C#N)C#N)c2ccccc2N1C was read as NALP3 yeast inh 9, hIAP activ 0.99, hIAP block 1, APOBEC3G inh 1, mIAP block 1, mIAP activ 0.99, SENP1 inh -25, APOBEC3A inh 5 and beta cell repl -2.
Screening CC(=O)c1c(C)[nH]c(C(=O)COC(=O)Cc2ccccc2F)c1C returned NALP3 yeast inh 20, hIAP activ 1, hIAP block -3, APOBEC3G inh -7, mIAP block 3, mIAP activ 0.97, SENP1 inh 4, APOBEC3A inh -4 and beta cell repl -1.
CC12CCC(c3c(C(=O)O)nn(-c4ccccc4)c31)C2(C)C (configuration not stated) was read as NALP3 yeast inh 0, hIAP activ 0.95, hIAP block 5, APOBEC3G inh -6, mIAP block 2, mIAP activ 0.98, SENP1 inh 5, APOBEC3A inh 6 and beta cell repl -1.
`Cc1nc2nc(SCC(=O)NCCCN3CCCCCC3)nn2c(C)c1Cc1ccccc1Cl` gave NALP3 yeast inh 15, hIAP activ 0.82, hIAP block 18, APOBEC3G inh -7, mIAP block 2, mIAP activ 0.98, SENP1 inh -13, APOBEC3A inh -8 and beta cell repl -2.
Screening O=C(C[C@H]1C/C=C\C[C@@H](Cc2ccc(F)cc2)C(=O)OC[C@H]2CCCN2C1=O)N[C@H](CO)Cc1ccccc1 returned NALP3 yeast inh 25, hIAP activ 1.1, hIAP block -12, APOBEC3G inh -8, mIAP block -2, mIAP activ 1, SENP1 inh 1, APOBEC3A inh -2 and beta cell repl -1.
For Cc1onc(-c2ccccc2)c1C(=O)NC1CC1 the results were NALP3 yeast inh 21, hIAP activ 0.92, hIAP block 8, APOBEC3G inh -7, mIAP block 11, mIAP activ 0.89, SENP1 inh 4, APOBEC3A inh -2 and beta cell repl -2.
`CCCN=C1N(C)C[C@@H]2[C@@H]3C(=O)N(Cc4ccccc4)C(=O)[C@@H]3[C@](C)(C(=O)OC)N12` gave APOBEC3G inh 0, mIAP block -1, mIAP activ 1, SENP1 inh 1 and APOBEC3A inh 1.
Screening COc1ccc(C(C)NC(=O)C2CCCC2)cc1OC (configuration not stated) returned NALP3 yeast inh 13, hIAP activ 1.1, hIAP block -6, APOBEC3G inh -6, mIAP block -4, mIAP activ 1, SENP1 inh -1, APOBEC3A inh -5 and beta cell repl -1.
CCC(CC)NC(=O)Nc1ccccc1C(F)(F)F was read as NALP3 yeast inh 8, hIAP activ 1.1, hIAP block -9, APOBEC3G inh -5, mIAP block -1, mIAP activ 1, SENP1 inh 0, APOBEC3A inh 1 and beta cell repl -4.
`CCN(CC)S(=O)(=O)c1cccc(C(=O)N/N=C2\CCCC(=O)C2)c1` gave NALP3 yeast inh -1, hIAP activ 1.2, hIAP block -25, APOBEC3G inh -11, mIAP block 2, mIAP activ 0.98, SENP1 inh -23, APOBEC3A inh -3 and beta cell repl -5.
For O=C(O)Cn1ncc2ccccc2c1=O the results were NALP3 yeast inh 11, hIAP activ 1.2, hIAP block -19, APOBEC3G inh -8, mIAP block -4, mIAP activ 1, SENP1 inh 0, APOBEC3A inh -3 and beta cell repl -3.
`O=C(N/N=C/c1ccc2c(c1)OCO2)c1cc(-c2ccc(F)cc2)nc2ccccc12` gave NALP3 yeast inh 14, hIAP activ 1, hIAP block -1, APOBEC3G inh -7, mIAP block 7, mIAP activ 0.93, SENP1 inh 0, APOBEC3A inh 3 and beta cell repl 0.
For COc1ccc(C(=O)C2CCN(CC(=O)Nc3ccc(OC)cc3OC)CC2)cc1 the results were NALP3 yeast inh 22, hIAP activ 1.1, hIAP block -6, APOBEC3G inh -11, mIAP block -1, mIAP activ 1, SENP1 inh -2, APOBEC3A inh -4 and beta cell repl -3.
Screening CCCC(=O)Nc1ccc(Cl)c(NC(=O)c2cccc(OC)c2)c1 returned NALP3 yeast inh -33, hIAP activ 1.1, hIAP block -7, APOBEC3G inh -8, mIAP block 0, mIAP activ 1, SENP1 inh 1, APOBEC3A inh -3 and beta cell repl 3.
Screening CCOc1ccc(CC2c3cc(OCC)c(OCC)cc3CCN2C(=O)CN2CCN(C)CC2)cc1OCC (configuration not stated) returned NALP3 yeast inh 14, hIAP activ 1.1, hIAP block -8, APOBEC3G inh -7, mIAP block -8, mIAP activ 1.1, SENP1 inh 1, APOBEC3A inh -3 and beta cell repl -3.
Screening Cc1ccc(Cn2ccc(NC(=O)c3cc4nc(-c5ccco5)cc(C(F)(F)F)n4n3)n2)cc1 returned NALP3 yeast inh 12, hIAP activ 1.1, hIAP block -10, APOBEC3G inh -2, mIAP block 6, mIAP activ 0.94, SENP1 inh -19, APOBEC3A inh 0 and beta cell repl -4.
`O=S(=O)(c1ccc(OC(F)(F)F)cc1)N1CCCC(N2CCOCC2)C1` (configuration not stated) gave NALP3 yeast inh 24, hIAP activ 1.2, hIAP block -16, APOBEC3G inh -2, mIAP block 0, mIAP activ 1, SENP1 inh -1, APOBEC3A inh 0 and beta cell repl -3.
For CC1CCN(CCCCOc2ccccc2[N+](=O)[O-])CC1 the results were NALP3 yeast inh 30, hIAP activ 1.1, hIAP block -5, APOBEC3G inh 10, mIAP block 6, mIAP activ 0.94, SENP1 inh 0, APOBEC3A inh 3 and beta cell repl 2.
For CN(C)CCCNc1ncnc2sc(-c3ccccc3)cc12 the results were NALP3 yeast inh 11, hIAP activ 0.96, hIAP block 4, APOBEC3G inh 2, mIAP block 4, mIAP activ 0.96, SENP1 inh -2, APOBEC3A inh 6 and beta cell repl -5.
Cc1cc(C)nc(SCC(=O)NNC(=O)c2cccs2)n1 was read as NALP3 yeast inh -3, hIAP activ 1, hIAP block -4, APOBEC3G inh -8, mIAP block 2, mIAP activ 0.97, SENP1 inh 1, APOBEC3A inh -3 and beta cell repl -1.
For Cc1cccc(Nc2ccncc2S(N)(=O)=O)c1 the results were NALP3 yeast inh 7, hIAP activ 0.98, hIAP block 2, APOBEC3G inh -9, mIAP block 13, mIAP activ 0.87, SENP1 inh 0, APOBEC3A inh -4 and beta cell repl -2.
`COc1cc(OC)c(OC)cc1CN1CCCC(C(=O)N2CCCCC2)C1` (configuration not stated) gave NALP3 yeast inh -7, hIAP activ 1.1, hIAP block -10, APOBEC3G inh -4, mIAP block 1, mIAP activ 0.99, SENP1 inh 3, APOBEC3A inh -5 and beta cell repl 1.
For O=C(O)CCc1ccc(-c2ccc(F)cc2)n1CC1CCCO1 (configuration not stated) the results were NALP3 yeast inh 17, hIAP activ 0.92, hIAP block 8, APOBEC3G inh -5, mIAP block 8, mIAP activ 0.92, SENP1 inh -21, APOBEC3A inh 0 and beta cell repl 0.
Screening CC(OC(=O)c1cccc(S(=O)(=O)N2CCCCC2)c1)C(=O)NC1CCCCC1C (configuration not stated) returned NALP3 yeast inh -2, hIAP activ 1.1, hIAP block -12, APOBEC3G inh -5, mIAP block 11, mIAP activ 0.89, SENP1 inh 0, APOBEC3A inh -5 and beta cell repl -2.
Screening Cc1ccc(C)c(NC(=O)C(=O)NCCCN2CCOCC2)c1 returned NALP3 yeast inh 11, hIAP activ 0.96, hIAP block 4, APOBEC3G inh -2, mIAP block -6, mIAP activ 1.1, SENP1 inh -3, APOBEC3A inh 0 and beta cell repl -1.
`Cc1ccc(NS(=O)(=O)c2cccc3cccnc23)cc1Cl` gave NALP3 yeast inh 30, hIAP activ 0.94, hIAP block 6, APOBEC3G inh -6, mIAP block 1, mIAP activ 0.99, SENP1 inh 2, APOBEC3A inh -1 and beta cell repl 0.

Molecules from the list above with a COOH group:
CC12CCC(c3c(C(=O)O)nn(-c4ccccc4)c31)C2(C)C (configuration not stated) was read as NALP3 yeast inh 0, hIAP activ 0.95, hIAP block 5, APOBEC3G inh -6, mIAP block 2, mIAP activ 0.98, SENP1 inh 5, APOBEC3A inh 6 and beta cell repl -1.
For O=C(O)Cn1ncc2ccccc2c1=O the results were NALP3 yeast inh 11, hIAP activ 1.2, hIAP block -19, APOBEC3G inh -8, mIAP block -4, mIAP activ 1, SENP1 inh 0, APOBEC3A inh -3 and beta cell repl -3.
For O=C(O)CCc1ccc(-c2ccc(F)cc2)n1CC1CCCO1 (configuration not stated) the results were NALP3 yeast inh 17, hIAP activ 0.92, hIAP block 8, APOBEC3G inh -5, mIAP block 8, mIAP activ 0.92, SENP1 inh -21, APOBEC3A inh 0 and beta cell repl 0.

The results go on.
CC1=C(C(=O)Nc2ccccc2)C(c2ccccc2)N2C(=O)CSC2=N1 (configuration not stated) was read as NALP3 yeast inh 8, hIAP activ 0.9, hIAP block 10, APOBEC3G inh -4, mIAP block 0, mIAP activ 1, SENP1 inh 1, APOBEC3A inh -1 and beta cell repl -7.
Screening COc1ccccc1NC(=O)CC(=O)CSc1nnc(-c2ccc(C)cc2)n1C returned NALP3 yeast inh 19, hIAP activ 1.2, hIAP block -17, APOBEC3G inh -4, mIAP block 6, mIAP activ 0.94, SENP1 inh -2, APOBEC3A inh -2 and beta cell repl -5.
Screening CC(C)Cn1c(CN(C)Cc2ccccc2)nc2c1c(=O)n(C)c(=O)n2C returned NALP3 yeast inh 3, hIAP activ 0.82, hIAP block 18, APOBEC3G inh -7, mIAP block 9, mIAP activ 0.91, SENP1 inh 1, APOBEC3A inh -4 and beta cell repl 0.
`CCN(CC)S(=O)(=O)c1ccc(O)c(C(=O)OCC(=O)N2CCCC2)c1` gave NALP3 yeast inh 20, hIAP activ 1, hIAP block -2, APOBEC3G inh -6, mIAP block 12, mIAP activ 0.88, SENP1 inh 1, APOBEC3A inh 0 and beta cell repl 0.

Screening results: PubChem BioAssay, Sanford-Burnham Center for Chemical Genomics

The list is partial. The share of hits here may be higher or lower than overall.
